Screens from PubChem.
LYP phosphatase – inhibitors of LYP phosphatase, biochemical, fluorescence intensity, uHTS (AID 1779) | actives 0.054% (n = 290,000) | recombinant LYP phosphatase, fluorescence intensity; higher % means a stronger effect | one-dose inhibition, % at 11.5 µM; IC50 in µM for titrated hits; in the data active means inhibition above about 50%;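 further: plate controls were vehicle with enzyme for no effect and no enzyme for full effect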
XIAP displacement – XIAP antagonists, biochemical, IAP family, fluorescence polarization (AID 1018) | one-dose displacement, % at 20 µM; IC50 in µM for titrated hits | E3 ubiquitin-protein ligase XIAP (Homo sapiens) | XIAP BIR domain, fluorescence polarization peptide displacement; higher % means a stronger effect | actives 0.007% (n = 200,000); in the data active means displacement above about 50%; further: a part of the inactive calls stands beside numbers as strong as those of hits
RSV antiviral HEp-2 – RSV antiviral activity via CPE protection, HEp-2 cells, primary 10 µM value included (AID 2391). one-dose CPE inhibition, % at 10 µM; IC50 in µM for titrated hits. HEp-2 cells, RSV-induced CPE inhibition; higher % means a stronger effect. actives 0.13% (n = 310,000); in the data active means a potency from the dose series; inconclusive means CPE inhibition mostly from about 23% at the one dose, without a potency; inactive means the rest, 99 in 100 with CPE inhibition below about 21%; further: strong numbers were not always called active
Rac1 GTP hydrolysis – MgcRacGAP GTPase-activating activity inhibitors, confirmation, biochemical, ADP Hunter fluorescence. actives 0.6% (n = 340,000). MgcRacGAP-stimulated Rac1 GTP hydrolysis, ADP Hunter fluorescence; higher % means a stronger effect; GST-tagged Rac1 F28L mutant substrate. Rac GTPase-activating protein 1 (Homo sapiens). AID 624330, 2012. one-dose inhibition, % at 30 µM; IC50 in µM for titrated hits;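 active means first-screen hits whose inhibition reached a set limit at any dose in the follow-up dose series; inconclusive means inhibition above the set first-screen limit but never retested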;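 further: fluorescence reports GDP produced by GAP-driven GTP hydrolysis; strong numbers were not always called active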
HIV peptide binding – inhibitors of HIV fusion peptide binding, primary screen, biochemical, uHTS, fluorescence dequenching (AID 1986). cell-free peptide binding, fluorescence dequenching, 30 min; higher % means a stronger effect. inhibition, % at 20 µM; hits with a dose series show IC50 in µM. actives 0.3% (n = 290,000); in the data active means inhibition mostly above about 52%, no sharp cut-off; inactive means mostly below about 76%; further: some results filed as inactive read as strong as hits
Large T inhibition – SV40 large T antigen inhibitors, biochemical (AID 1903); inhibition, % at 20 µM; hits with a dose series show IC50 in µM; actives 0.39% (n = 310,000); SV40 large T antigen ATPase/helicase inhibition assay; higher % means a stronger effect; in the data active means a potency from the dose series; inconclusive means inhibition mostly from about 32% at the one dose, without a potency; inactive means the rest, 99 in 100 with inhibition below about 32%; further: strong numbers were not always called active
Siah-1 displacement – Siah-1 peptide-binding antagonists, primary screen, biochemical, fluorescence polarization, rhodamine-plectin, uHTS (AID 1817); E3 ubiquitin-protein ligase SIAH1 (Homo sapiens); Siah-1 / rhodamine-plectin peptide fluorescence polarization; higher % means a stronger effect; displacement, % at 20 µM; hits with a dose series show IC50 in µM; actives 0.02% (n = 290,000);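 active means displacement of at least 50% at 20 µM, with a fluorescence ratio check between 0.3 and a set limit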;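 further: plate controls were Siah plus tracer with DMSO for no effect and tracer alone without Siah for full effect; strong numbers were not always called active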
AID2073 – inhibitors of Mint1-CaV2.2 protein interaction, biochemical, HTRF (AID 2073); Voltage-dependent N-type calcium channel subunit alpha-1B (Homo sapiens); HTRF protein-protein interaction, Mint1-CaV2.2; higher % means a stronger effect; inhibition, % at 20 µM, or IC50 in µM where a hit was titrated; actives 0.19% (n = 290,000); in the data active means inhibition mostly above about 51%, no sharp cut-off; inconclusive means no clear call, values can overlap the other calls; inactive means mostly below about 53%; further: some results filed as inactive read as strong as hits
Dengue-2 NS5 capping – Dengue-2 NS5 methyltransferase inhibitors, primary screen, biochemical, confirmation dose response (AID 588689). Genome polyprotein (Dengue virus type 2 (strain 16681-PDK53)). Dengue-2 NS5 methyltransferase capping enzyme assay, biochemical; higher % means a stronger effect. inhibition, % at 25 µM, or IC50 in µM where a hit was titrated. actives 0.3% (n = 340,000); in the data active means a potency from the dose series; inconclusive means inhibition above about 29% without an active follow-up result
Dengue-2 NS5 capping pilot replicate – second read-out of Dengue-2 NS5 capping, no call of its own (marks repeat the call); inhibition, %; measured here: pilot screen replicate inhibition
Starred values were filed as active, the others as inactive; ? = inconclusive; nt = not tested or not shown.

SMILES	LYP phosphatase	XIAP displacement	RSV antiviral HEp-2	Rac1 GTP hydrolysis	HIV peptide binding	Large T inhibition	Siah-1 displacement	AID2073	Dengue-2 NS5 capping	others
COC(=O)CCCNC(=O)OCc1ccc([N+](=O)[O-])cc1	0%	3.0%	1.7%	12%	-2.7%	7%	2%	-1%	-6%
Cn1c(=O)cc(OCC(=O)N2CCN(c3ccccc3F)CC2)c2ccccc21	-1%	-2.5%	0.7%	3%	-1.0%	8%	2%	3%	-2%
COc1nc(N2CCOCC2)nc(C)c1[N+](=O)[O-]	0%	-11%	5.0%	4%	-0.2%	2%	2%	3%	1%
CCN(CC)C(=O)N1CCc2ccccc21	0%	-2.3%	0.3%	12%	0.6%	3%	2%	8%	-9%
CCOC(=O)N1CCC(NS(=O)(=O)c2ccc(C)cc2)CC1	-4%	nt	1.0%	nt	-1.2%	-3%	-7%	-10%	nt
CCCc1cc(-n2cnc3ccccc32)n2c(nc3ccccc32)c1C#N	1%	-4.0%	67%	11%	2.7%	14%	-3%	24%	?
COc1cccc(NC(=S)N(CCCN2CCCC2)Cc2ccco2)c1	4%	-7.5%	0.1%	-1%	-1.5%	20%	1%	-14%	0%
Cc1ccc2nc(-c3cccnc3)c(Nc3ccccc3C)n2c1	-5%	1.2%	-1.7%	16%	0.6%	8%	9%	-8%	-10%
O=C(Nc1ccc(N2CCN(C(=O)c3ccccc3)CC2)c(Cl)c1)c1cccnc1	-3%	-3.3%	18%	4%	-2.4%	-5%	0%	2%	-6%
Cc1cccc(C(=O)Nc2nnc(Cc3c[nH]c4ccccc34)s2)c1	1%	-8.1%	4.3%	6%	-0.7%	-1%	0%	0%	2%
O=C(CC1(O)C(=O)N(CCc2ccccc2)c2ccccc21)c1ccccn1 (configuration not stated)	2%	0.9%	0.1%	-15%	-0.1%	13%	-2%	6%	-5%
O=C(N=C1SC2CS(=O)(=O)CC2N1c1cccc(Cl)c1Cl)C1CCCO1 (configuration not stated)	-10%	nt	-0.1%	5%	0.1%	9%	-7%	-7%	-12%
CC(C)(C)c1ccc(C2(C)NC(=O)N(CC(=O)Nc3ccc4c(c3)OCO4)C2=O)cc1 (configuration not stated)	3%	-3.9%	9.8%	8%	2.7%	8%	2%	4%	2%
OC(CNCCc1ccc(Cl)cc1)COc1ccc2ccccc2c1 (configuration not stated)	2%	-0.9%	nt	10%	-0.4%	18%	2%	1%	3%
O=C1S/C(=C\C=C\c2ccco2)C(=O)N1c1ccc(O)cc1	28%	-0.2%	20%	27%	78%*	?	33%	68%	-1%
Cc1ccc2c(c1)C(=O)C(=O)N2CC(=O)OC(C)C	-7%	-2.6%	4.0%	5%	0.3%	25%	2%	-2%	-6%
COc1cccc(C2CC(c3ccccc3)Nc3ncnn32)c1 (configuration not stated)	0%	-5.1%	-1.7%	4%	-1.8%	-3%	-2%	-5%	5%	Dengue-2 NS5 capping pilot replicate=-0.6
COC(=O)COc1cc(Cl)c(C=O)cc1OC	-8%	-6.8%	1.3%	1%	0.7%	23%	-4%	-4%	nt
O=C(CCCCl)NC1=NN(c2ccccc2)C(=O)C1	0%	-2.3%	0.5%	-9%	6.2%	31µM*	2%	13%	2%
CNC(=S)N/N=C/c1c2ccccc2c(Cl)c2ccccc12	-14%	nt	2.5%	10%	1.7%	2%	9%	38%	-24%
CCN(CC)C(=O)Cn1cc(C(=O)C(=O)NCc2ccco2)c2ccccc21	0%	-2.4%	0.5%	12%	1.1%	3%	2%	16%	5%
CCOC(=O)c1ccc(-n2c(CN3CCN(CC)CC3)nc3ccc([N+](=O)[O-])cc3c2=O)cc1	-2%	-4.4%	0.1%	-8%	2.4%	11%	24%	13%	3%
CCCn1c(N)cc(=O)n(C)c1=O	0%	1.3%	1.0%	1%	-1.3%	5%	5%	-4%	-7%
O=C(CSc1ccc(Cl)cc1)N1CCN(c2ncc(C(F)(F)F)cc2Cl)CC1	14%	-12%	2.8%	2%	0.7%	4%	3%	2%	-2%
c1ccc(-n2nnc3ccccc32)cc1	-8%	nt	1.1%	-4%	-0.8%	6%	-3%	5%	-4%
SMILES	LYP phosphatase	XIAP displacement	RSV antiviral HEp-2	Rac1 GTP hydrolysis	HIV peptide binding	Large T inhibition	Siah-1 displacement	AID2073	Dengue-2 NS5 capping	others
Cn1cccc1C(=O)Nc1nccs1	-2%	-3.1%	0.9%	8%	-0.5%	-3%	2%	2%	-1%
Cc1ccc(CNc2nc(C)nc3sc4c(c23)CCC4)cc1	2%	-3.3%	-1.4%	6%	0.6%	-2%	0%	13%	0%
CN1C(=O)CC(N2CCC(c3nc4ccccc4s3)CC2)C1=O (configuration not stated)	-4%	-9.2%	1.4%	0%	1.4%	-2%	-3%	8%	5%
CCCNS(=O)(=O)c1ccc(NC(=O)c2ccccn2)cc1	-3%	2.9%	5.0%	2%	-0.1%	9%	1%	4%	-5%
O=C(NCCCN1CCOCC1)c1ccc(/C=C2\Oc3ccccc3N(Cc3ccccc3F)C2=O)cc1	-21%	nt	-1.6%	-1%	1.1%	10%	9%	44%	3%
O=C(O)c1cccnc1SCc1cccc(Cl)c1	-2%	-6.5%	0.6%	6%	1.2%	3%	2%	1%	-2%
CC(C)CC(=O)NC(=S)NNC(=O)c1ccc([N+](=O)[O-])cc1	3%	-4.8%	1.5%	-4%	-4.2%	16%	-11%	-26%	-5%
C=CCN=C(NC#N)SCc1ccccc1Cl	-3%	-5.0%	1.1%	4%	0.6%	7%	-5%	-2%	nt
CCc1ccc(CN2CCC(n3nccc3NC(=O)c3ccc4c(c3)OCO4)CC2)cc1	-9%	nt	0.7%	5%	-1.0%	7%	-1%	3%	-6%
O=C(NNC1=Nc2cccc3cccc1c23)c1ccc(Br)cc1	-1%	3.7%	0.8%	nt	-4.5%	16%	1%	9%	nt
CCN(CC(=O)Nc1cccc(F)c1)CC(=O)Nc1ccccc1OC	-3%	nt	1.1%	15%	0.7%	11%	4%	22%	-2%
O=C(c1c(F)cccc1F)N1CCCc2ccccc21	-7%	nt	4.7%	11%	-0.6%	2%	0%	12%	-2%
CCOc1ccc(S(=O)(=O)NCC(=O)N(C)Cc2cccnc2)cc1	-11%	-4.6%	2.0%	9%	-2.6%	-3%	-6%	-2%	1%
CCOc1ccc(NC(=O)CCN2CCN(S(=O)(=O)c3ccc(OC)cc3)CC2)cc1	-4%	-4.3%	-0.2%	1%	-2.5%	-1%	0%	-1%	-2%
COc1cc(NC(=O)c2cccc(C)c2)c(Cl)cc1[N+](=O)[O-]	0%	-9.7%	0.5%	1%	0.5%	5%	-3%	1%	4%
O=C(CSc1nc(-c2ccccc2)c(-c2ccccc2)[nH]1)Nc1nccs1	-1%	-0.9%	1.3%	7%	-2.3%	2%	-3%	4%	-2%
COc1cccc(NC(=O)c2ccc3nc(C)sc3c2)c1	-6%	nt	5.6%	14%	1.5%	12%	2%	-4%	8%
O=C(CSc1nnc(-c2cccnc2)o1)Nc1nccs1	nt	nt	-2.7%	2%	nt	4%	nt	nt	-1%
CC1CCC(C(C)C)C(OC(=O)CSc2nnc(N)s2)C1 (configuration not stated)	6%	-2.2%	0.4%	7%	1.1%	-6%	0%	2%	-6%
O=C(COC(=O)c1cc[n+]([O-])cc1)Nc1ccc([N+](=O)[O-])cc1Cl	2%	-4.0%	0.7%	5%	1.6%	7%	-4%	4%	-2%
Cc1ccc(NC(=O)C2C3C=CC4(O3)C2C(=O)N(CCCN2CCOCC2)C4C(=O)NC2CCCCC2)cc1Cl (configuration not stated)	-12%	nt	3.4%	8%	1.2%	5%	-1%	8%	-12%
CCc1ccccc1NC(=O)CC(O)(C(=O)OC)C(F)(F)F (configuration not stated)	-12%	-7.5%	-0.2%	21%	-0.7%	7%	-6%	6%	1%
COc1ccc2nc(C)cc(Nc3ccc(C)cc3)c2c1	-3%	nt	3.7%	17%	-1.3%	4%	0%	2%	nt
COc1ccc(C(C)=O)cc1COC(=O)c1cccnc1SC	-6%	-4.9%	-1.1%	8%	1.1%	-2%	10%	16%	-8%
CCNCc1ccc(OCc2cccs2)c(OCC)c1	-4%	-7.5%	0.0%	3%	1.4%	22%	-2%	-7%	-3%
SMILES	LYP phosphatase	XIAP displacement	RSV antiviral HEp-2	Rac1 GTP hydrolysis	HIV peptide binding	Large T inhibition	Siah-1 displacement	AID2073	Dengue-2 NS5 capping	others
CC(O)c1ccc(Oc2cnccn2)cc1 (configuration not stated)	-8%	nt	2.6%	6%	1.7%	18%	-1%	3%	1%
O=C(C1CCCO1)N1CCN(C(=S)NC2CC2)CC1 (configuration not stated)	1%	0.5%	2.6%	-3%	0.7%	8%	0%	-8%	-8%
COc1cc(/C=N/NC(N)=O)cc(Br)c1OCc1ccc(C)cc1	-5%	-3.0%	2.1%	5%	7.0%	-1%	-3%	0%	0%
CCOC(=O)c1c(C)n(CC(O)c2ccccc2)c2ccc(O)cc12 (configuration not stated)	0%	-0.6%	0.1%	20%	0.1%	-8%	4%	16%	-4%
Cc1cc(C)cc(SCc2noc(C(=O)NCC3CCCO3)c2C(=O)O)c1 (configuration not stated)	-5%	-2.0%	1.7%	10%	6.2%	8%	3%	3%	0%
Cc1ccc(S(=O)(=O)CCSc2n[nH]c(=O)n2-c2ccc3c(c2)OCCO3)cc1	-1%	nt	4.0%	8%	0.3%	9%	-2%	-5%	-8%
Cc1ccccc1-c1n[nH]c(=S)o1	-3%	-0.6%	0.5%	13%	-1.1%	16%	-5%	50%	-3%
O=C(c1ccccc1)N1CCCCCC1	-1%	5.9%	1.3%	-8%	1.3%	-3%	8%	6%	-2%
N#Cc1ccccc1Cn1c(=O)n(-c2ccc(CC(=O)NCc3ccco3)cc2)c(=O)c2sccc21	0%	-1.6%	2.4%	-1%	1.2%	-1%	18%	4%	-3%
Cc1ccc(CNC(=S)Nc2cc(C(=O)O)ccc2C)cc1	-3%	-3.6%	2.7%	12%	-1.5%	11%	6%	2%	-4%
COc1ccc(CNC(C)C2COc3ccccc3O2)c(OC)c1 (configuration not stated)	-1%	-3.5%	-0.5%	22%	-3.4%	4%	2%	1%	8%
C=CCC1NS(=O)(=O)OC(COC)C1C (configuration not stated)	-10%	nt	-0.5%	6%	1.2%	5%	4%	1%	0%
COc1ccc(CCNC(=O)Cn2cnc3c(nnn3Cc3ccccc3F)c2=O)cc1OC	4%	2.0%	-0.9%	1%	2.2%	23%	2%	3%	-1%
